# SR-BI uptake up: activators of SR-BI mediated DiI-HDL uptake, primary screen, ldlA[mSR-BI] CHO cells, DiI fluorescence. 3 h; 100 = double the neutral-control signal. hit rate 0.096% among 320,000. AID 504775, 2011. activation, % at 12.5 µM;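 active means mean replicate activation of at least 60% and every replicate at or above 60%; inconclusive means mean or all-replicate condition met, but not both; inactive means mean below 60% and not all replicates reaching 60%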;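 further: 0% = median plate neutral-control signal and 100% = twice that signal; values of inactives mirror those of a sister screen read the other way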
#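 material = CHO ldlA[mSR-BI] cells | medium = Ham's F12 with 0.5% BSA, HEPES 25 mM, pH 7.4 | reagent = fluorescent DiI-HDL, 10 µg/mL final | compound dosing = single-point compound dose | incubation = 3 h, 37 °C | measured by = bottom-read fluorescence, 550/595 nm | measure = HDL uptake via cellular fluorescence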
# dFosB activator: activators of delta FosB homodimer, primary screen, biochemical, fluorescence polarization, TAMRA-CDK5 oligo, single point | activation, % at 25 µM | AID 493131, 2011 | hit rate 0.99% among 340,000 | Protein FosB (Mus musculus), P13346 | purified delta FosB; percent of positive-control signal above neutral wells;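 active means mean activation above about 17%, with every replicate also reaching it, limit read from the data, passing the limit was not always enough; inconclusive means only one of the two conditions met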;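 further: fluorescence polarization rise as delta FosB binds a TAMRA Cdk5 AP-1 oligo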
# Target sequence (P13346 whole entry, looked up): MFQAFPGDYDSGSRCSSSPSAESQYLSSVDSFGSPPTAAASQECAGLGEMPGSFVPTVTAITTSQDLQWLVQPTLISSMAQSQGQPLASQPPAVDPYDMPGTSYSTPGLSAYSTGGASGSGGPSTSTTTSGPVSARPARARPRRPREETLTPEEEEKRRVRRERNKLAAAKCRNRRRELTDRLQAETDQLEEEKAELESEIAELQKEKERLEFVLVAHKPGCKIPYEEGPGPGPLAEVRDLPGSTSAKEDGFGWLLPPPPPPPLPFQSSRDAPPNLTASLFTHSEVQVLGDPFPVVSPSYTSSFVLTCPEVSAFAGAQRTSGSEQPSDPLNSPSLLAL
# PvdQ acylase: P. aeruginosa PvdQ acylase inhibitors, primary screen, biochemical, fluorescence, plate reader and imaging, single point; PvdQ acylase [Pseudomonas aeruginosa LESB58]; purified PvdQ acylase; hit rate 0.063% among 340,000; inhibition, % at 10 µM; in the data active means inhibition above about 30%, passing the limit was not always enough; inconclusive means no clear call, values can overlap the other calls;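 further: 0% = vehicle neutral wells and 100% = reference inhibitor wells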
# NSD2 inh: NSD2 histone methyltransferase inhibitors, primary screen, biochemical, AlphaScreen, single concentration, set 2. Histone-lysine N-methyltransferase NSD2 (Homo sapiens), O96028. NSD2 peptide methylation, 120 min. inhibition, % at 12.5 µM. hit rate 0.54% among 310,000. AID 743445, 2014; in the data active means inhibition above about 50%
# Rtt109 Vps75: inhibitors of C. albicans Rtt109/Vps75 HAT, primary screen, biochemical, ThioGlo CoA-SH fluorescence, plate reader. Histone acetyltransferase RTT109 (Candida albicans (strain SC5314 / ATCC MYA-2876)), …. purified Rtt109/Vps75, 4 h. inhibition, % at 34.9 µM. hit rate 0.16% among 330,000. AID 540336, 2011;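 active means inhibition of at least 50% in every replicate; inconclusive means best replicate reaches 50% inhibition but some replicates fall short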
# Target sequence (Q5AAJ8 whole entry, looked up): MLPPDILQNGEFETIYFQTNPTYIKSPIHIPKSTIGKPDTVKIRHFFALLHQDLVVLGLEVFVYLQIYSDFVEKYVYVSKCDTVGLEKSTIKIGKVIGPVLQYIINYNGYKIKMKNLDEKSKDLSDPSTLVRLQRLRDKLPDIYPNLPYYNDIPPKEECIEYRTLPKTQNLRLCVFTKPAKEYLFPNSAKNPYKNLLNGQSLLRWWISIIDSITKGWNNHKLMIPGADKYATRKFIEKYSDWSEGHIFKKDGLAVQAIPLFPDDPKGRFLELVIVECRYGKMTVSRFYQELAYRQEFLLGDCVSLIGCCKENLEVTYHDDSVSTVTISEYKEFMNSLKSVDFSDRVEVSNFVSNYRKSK
# PfHsp90 set2: growth inhibition of PfHsp90-expressing yeast, primary screen, antimalarial PfHsp90 inhibitor project, S. cerevisiae, BacTiter-Glo luminescence, single point, set 2. BacTiter-Glo ATP, 48 h; yeast lacking PDR1 and PDR3 efflux regulators. inhibition, % at 9.4 µM. hit rate 0.32% among 310,000. AID 504621, 2011;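 active means every replicate shows inhibition above about 80%, whatever the replicate mean, limit read from the data; inconclusive means mean inhibition reaches the set limit but some replicate falls short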;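 further: 0% = DMSO neutral controls and 100% = 20 µM radicicol positive controls; yeast relying on Plasmodium falciparum Hsp90 in place of its own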
# CAL PDZ FP-1: untagged CAL PDZ binding inhibitors, primary screen, biochemical, fluorescence polarization, HTS | AID 602252, 2012 | hit rate 0.92% among 300,000 | purified CAL PDZ, TMR-peptide fluorescence polarization, 1 h | Golgi-associated PDZ and coiled-coil motif-containing protein (Homo sapiens), Q9HD26 | inhibition, % at 24.9 µM;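 active means mean inhibition of at least 30% with at least half of replicates also reaching 30%; inconclusive means no clear call, values can overlap the other calls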;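 further: 0% = DMSO neutral control and 100% = excess unlabeled competitor peptide PRC23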
# MITF TRPM1 HTS: activators of MITF-driven TRPM1 promoter reporter, primary screen, cell-based, SK-MEL-5, luciferase, single point | SK-MEL-5 TRPM1-promoter luciferase, 24 h; % of positive control, neutral wells = 0 | activation, % at 12.5 µM | hit rate 0.75% among 300,000 | AID 588334, 2011;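 active means mean activation of at least 80% with every replicate also reaching 80%; inconclusive means mean reaches 80% but some replicate falls short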;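 further: 0% = neutral control wells and 100% = parthenolide positive control wells; values of inactives mirror those of a sister screen read the other way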
# SR-BI DiI inh: inhibitors of SR-BI mediated HDL lipid uptake, primary screen, ldlA[mSR-BI] cells, fluorescence, single point | Scavenger receptor class B member 1 (Mus musculus), Q61009 | ldlA[mSR-BI] CHO cells, DiI-HDL uptake fluorescence, 3 h | inhibition, % at 12.5 µM | hit rate 0.96% among 320,000 | AID 488896, 2010;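 active means mean replicate inhibition of at least 70% and a set share of replicates each scoring 70 or more; inconclusive means meets just one of the two criteria; inactive means fails both criteria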;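 further: 0% = median of neutral control wells and 100% = median of positive control wells; values of inactives mirror those of a sister screen read the other way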
# CAL PDZ FP-2: CAL PDZ peptide-binding inhibitors, primary screen, biochemical, fluorescence polarization, Cer-tagged CAL PDZ, HTS; purified CAL PDZ, TMR-peptide fluorescence polarization, 1 h; AID 504414, 2011; inhibition, % at 20 µM; hit rate 0.02% among 330,000;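 active means highest replicate inhibition of at least 40%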;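 further: plate controls were DMSO neutral control wells for no effect and unlabeled competitor peptide control wells for full effect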
#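 Test system: tagged CAL PDZ domain / Buffer or medium: sodium phosphate/NaCl buffer pH 7.4 with TCEP, IgG, Thesit / Reagent: TMR-labelled reporter peptide T*-PRC34 bound in PDZ groove / Compound dosing: single point, 20 µM / Schedule: 1 h incubation at room temperature before polarization reading / Technique: fluorescence polarization (mP) / Benchmarks: unlabelled peptide, DMSO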
# An asterisk follows results filed as active; ? = inconclusive; · = not tested or not shown.
canonical_smiles	Rtt109 Vps75	PvdQ acylase	SR-BI uptake up	CAL PDZ FP-2	MITF TRPM1 HTS	SR-BI DiI inh	dFosB activator	CAL PDZ FP-1	PfHsp90 set2	NSD2 inh
O=C(O)c1cccnc1-c1ncccc1C(=O)O	-11	-11	28	-2.3	8	-28	6	-1	21	4
O=C(c1ccc(S(=O)(=O)N2CCCCC2)cc1)N1CCc2ccccc2C1	4	10	2	-0.7	4	-2	-9	·	-14	-2
O=C(CNC(=O)c1ccc2c(c1)S(=O)(=O)N=C1CCCCCN12)Nc1ccc(F)c(F)c1	3	-8	-5	-2.1	2	5	-11	-4	21	-13
COc1cc(C2C3=C(COC3=O)OC(C)(C)Oc3cc4c(cc32)OCO4)cc(OC)c1OC (configuration not stated)	-2	-12	-3	-0.3	-54	3	-12	-4	-9	-2
Cc1cccc(OCCCC(=O)NC2CCCCC2)c1	1	-22	-4	-1.2	·	4	-3	1	6	-6
Cc1cc(Br)ccc1NC(=O)CNC(=O)Cc1ccc(S(=O)(=O)N2CCOCC2)s1	-2	-14	-8	-1.1	-3	8	-8	-1	-10	-2
COc1ccc(CNC(=O)C2CC=CCC2C(=O)O)cc1OC (configuration not stated)	-7	-8	15	-0.2	2	-15	11	3	10	1
Cc1ccc(CNCc2cc3c(C(C)(C)C)nn(-c4ccccc4)c3[nH]c2=O)cc1	-1	0	-11	-2.8	-9	11	-2	-5	·	2
CCOC(=O)N1CCC(NC(=O)c2ccc3c(c2)N(Cc2ccccc2)CCS3)CC1	-4	-13	-33	-0.9	-8	33	3	·	-65	·
O=C(Nc1ccc(-c2csc(-c3ccccc3)n2)cc1)c1ccccc1	-3	11	-72	-3.7	2	?	7	-2	-14	-5
O=C(Nc1ccccc1N1CCOCC1)c1cc(F)cc(F)c1	-2	-7	-25	8.3	-7	25	-7	-7	-24	-4
COc1ccc(NC(=O)CSc2nc(N)c(NC(=O)c3ccccc3F)c(=O)[nH]2)cc1	16	3	25	-0.9	-17	-25	4	-2	12	-2
C=CC[C@H]1CC(C)=C[C@H](CC=C)N1C(=O)c1cc(COc2ccccc2SC)on1	-2	-5	-57	-3.0	5	57	-8	-2	9	-1
Cn1cnc([N+](=O)[O-])c1S(=O)(=O)Oc1ccc(Cl)cc1	12	-1	6	-0.8	-68	-6	1	-2	-46	-1
Cc1cccc(NC(=O)C2c3ccccc3Oc3ccccc32)n1	6	-10	-7	-1.5	4	7	-10	1	16	0
CCOc1ccc(N/C=C/C(=O)c2ccc(C)cc2)c([N+](=O)[O-])c1	4	-14	-46	0.1	88*	46	0	0	·	-3
Cc1c(NC(=O)CC(=O)Nc2c(C)n(C)n(-c3ccccc3)c2=O)c(=O)n(-c2ccccc2)n1C	-7	-6	5	-2.7	4	-5	1	-2	·	0
CCOc1ccc(C2OC34CCCCC3C(C#N)(C#N)C2(C#N)C(=N)O4)cc1OC (configuration not stated)	-154	-17	-2	-0.4	-1	2	-66	0	17	·
CCN(CC(=O)NCc1cccs1)C(=O)/C=C/c1cccc(OC)c1OC	0	-15	-7	-0.4	22	7	9	-4	-30	-1
COc1ccc(C)cc1S(=O)(=O)N(C)CC(=O)Nc1ccc2c(c1)OCCO2	11	4	-27	-1.1	-2	27	0	7	12	1

# Carrying on.
canonical_smiles	Rtt109 Vps75	PvdQ acylase	SR-BI uptake up	CAL PDZ FP-2	MITF TRPM1 HTS	SR-BI DiI inh	dFosB activator	CAL PDZ FP-1	PfHsp90 set2	NSD2 inh
O=C(CCCNC(=O)/C(=C/c1ccc(Br)cc1)NC(=O)c1ccccc1)OCc1ccccc1	-19	-7	-19	-2.6	-10	19	-4	-6	1	-2
COc1ccc(-c2cccc(NS(=O)(=O)c3cc([N+](=O)[O-])ccc3C)c2)nn1	-5	-9	23	-0.3	5	-23	-7	2	·	3
Cc1ccc(-c2[nH]ncc2/C=N/n2c(COc3ccccc3)nc3ccccc3c2=O)cc1	-3	-11	-25	-0.4	1	25	6	0	-14	-4
Cc1ccc(CCNC(=O)C2CCCN2S(=O)(=O)c2ccc3c(c2)CCC(=O)N3)cc1 (configuration not stated)	-10	-5	-1	-0.4	-2	1	-9	·	-56	·
CCCC(=O)Nc1cccc(NC(=S)NC(=O)C(C)Oc2ccc(Cl)cc2Cl)c1 (configuration not stated)	1	-12	-55	-1.2	-3	55	3	0	-5	0
COCCn1nnnc1C(C(C)C)N(Cc1ccccc1)Cc1cc2cc(OC)ccc2[nH]c1=O (configuration not stated)	1	-10	10	-1.8	2	-10	0	-3	2	·
Cc1c(NC(=O)C2C3C=CC(C3)C2C(=O)O)c(=O)n(-c2ccccc2)n1C (configuration not stated)	-6	-7	27	-2.0	-1	-27	4	-4	3	3
O=C(COC(=O)CNC(=O)c1ccc([N+](=O)[O-])o1)Nc1ncc(Cl)cc1Cl	6	-8	-36	-0.1	-16	36	-2	1	·	9
O=C(O)c1ccc(S(=O)(=O)Nc2ccc3c(c2)OCCO3)cc1	-1	-22	33	-0.1	·	-33	-1	-4	-13	4
CC(C)c1onc(C(=O)NCc2ccc(F)cc2)c1[N+](=O)[O-]	-8	-5	27	-0.6	-5	-27	5	-1	-2	-1
COc1ccccc1NC(=O)c1ccc(NS(=O)(=O)c2ccc(F)c(F)c2F)cc1	-1	4	-16	-1.6	-4	16	-5	-7	0	-1
Cc1[nH]c2ccccc2c1C(=O)C(C)OC(=O)c1ccc(NC(=O)CC#N)cc1 (configuration not stated)	4	-9	-49	-3.0	-3	49	-12	-5	-21	-3
CC(NC(=O)CSC1=NCCS1)c1ccccc1 (configuration not stated)	-8	-2	20	0.1	16	-20	1	-1	-12	-1
NC(=O)CSc1nnc(-c2ccccc2F)n1C1CC1	0	-12	·	-2.4	7	·	-2	-1	12	-1
COc1ccc(CCNC(=O)CC(=O)N/N=C/c2ccc(C(=O)O)cc2)cc1OC	-1	-8	·	-0.8	5	·	-5	4	9	-3
COc1ccc(-c2ccc(NS(=O)(=O)c3cc([N+](=O)[O-])ccc3C)cc2)nn1	5	-1	26	-2.3	5	-26	0	-2	-18	3
Cc1cccc(-n2c(C)c(C)c3c(N)ncnc32)c1	1	-5	-13	-0.7	17	13	5	0	-21	12
CCOc1ccc(NS(=O)(=O)c2cc(C(=O)N3CCCC3)ccc2Cl)cc1	2	-9	3	-2.1	4	-3	-16	-4	-33	-1
Cc1cccc(/C(N)=N/OC(=O)c2ccoc2C)c1	0	-15	-3	0.5	39	3	-8	-2	-48	6
O=C(C1CC(c2ccc(F)cc2)=NO1)N1CCN(Cc2ccccc2)CC1 (configuration not stated)	-1	-12	3	-0.3	-11	-3	-4	2	24	·

# The list goes on.
canonical_smiles	Rtt109 Vps75	PvdQ acylase	SR-BI uptake up	CAL PDZ FP-2	MITF TRPM1 HTS	SR-BI DiI inh	dFosB activator	CAL PDZ FP-1	PfHsp90 set2	NSD2 inh
COc1ccc(C)cc1S(=O)(=O)Nc1ccc(-n2c(C)nc3ccccc3c2=O)cc1	4	5	3	-0.8	-7	-3	-13	-3	10	-1
CCCCC(CCCC)=N/N=C/c1c(O)n(CC)c2cc(C3=NNC(=O)CC3)ccc12	-26	-3	-20	-1.2	-11	20	-12	-2	2	4
CCCN1CCCc2ccccc21	-4	-9	-9	0.3	2	9	-2	3	-9	3
N#Cc1cccc(-n2nnnc2-c2ccc3c(c2)OCO3)c1	-4	-1	11	-0.3	14	-11	-1	-1	-8	-1
CC(C)Oc1ccc(CN2CCCC(CO)(Cc3ccc(F)cc3)C2)cc1 (configuration not stated)	0	-8	-11	-22	-9	11	-7	-3	4	-1
Cc1cccc(C(=O)Nc2ccc(O)cc2)c1	3	-19	-3	-0.2	30	3	2	0	17	1
CCc1ccc(NC(=O)CCc2c(C)nn(-c3ccc(N4CCCCC4)nn3)c2C)cc1	11	7	-81	-0.7	44	81*	3	-5	-11	-1
Cn1nnnc1SCc1ccc(Cl)cc1	-3	17	12	-1.9	5	-12	-3	5	-21	-2
CCOc1ccc(-c2nonc2NC(=O)c2ccco2)cc1	0	-7	19	-1.3	-10	-19	5	-3	-5	-2
CSc1ncccc1C(=O)N1CCCC(Nc2ccc(C)c(C)c2)C1 (configuration not stated)	1	4	0	-1.0	-2	0	0	-4	-8	3
CC1(C)Cc2c(ccc3ccccc23)C2=C(C(=O)N3CCCC3)C(=O)C(=O)N21	19	-2	36	-0.9	-18	-36	0	2	41	17
COP(=O)(OC)C(Nc1ccc(Cl)cc1)c1ccccc1 (configuration not stated)	-6	-7	-2	0.2	·	2	4	-4	4	5
COc1ccc(N(CC(=O)NCc2ccccc2)C(=O)Cn2nnc(-c3ccccc3F)n2)cc1OC	3	-4	10	0.9	1	-10	3	-1	-7	0
Cc1c(C(=O)O)oc2ccc(S(=O)(=O)N(CC(C)C)CC(C)C)cc12	4	-8	22	-0.4	·	-22	-1	·	13	-2
CCOC(=O)c1ccc(NC(=O)N2CCN(CCc3ccccc3)CC2)cc1	5	4	8	-1.7	25	-8	-5	·	14	0
CCN1C(=O)[C@H]2[C@@H](c3ccc(-c4cccc(Cl)c4)c(OC)c3)N3CCCC[C@@]3(C(=O)OC)[C@H]2C1=O	2	-1	25	-0.3	4	-25	-4	-1	-17	·
COc1cc2oc(=O)ccc2cc1-c1c(OC)ccc2ccc(=O)oc12	-3	-10	-14	-2.0	-14	14	-4	2	-19	·
COc1cc(C)c(NC(c2ccccc2)c2ccccc2)cc1OC	6	-1	-17	-2.7	6	17	-14	0	-4	8
Cc1nc2c3ccccc3nc(NNC(=O)CCC(=O)NCCC(C)C)n2n1	-1	-5	?	-2.0	5	-190	-11	2	3	0
O=C(COC(=O)C1C2CC3OC(=O)C1C3C2)Nc1ccc(Cl)cc1 (configuration not stated)	-4	-4	·	-2.4	2	·	-6	-7	0	4

# Source: PubChem BioAssay
